D2 antag: D2 dopamine receptor (human) antagonism | 340,000 tested, 2% active | AID 485344 | inhibition, % at 10 µM | HEK293 TREx D2 cells, calcium flux, dopamine EC80 | P14416; in the data active = inhibition above about 30%; also: 0% is about no effect
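Compounds are added to dye-loaded, induced HEK293 T-REx cells coupled to calcium release via D2; after a 3 min kinetic read an EC80 dopamine stimulus is given and fluorescence is recorded for 3 more min.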
TRHR enhancer: allosteric enhancers of human TRH receptor; P34981; TRHR cells, fluo-8 calcium fluorescence, EC20 TRH enhancement; enhancement, % at 2 µM; 360,000 tested, 0.66% active; AID 493056; in the data active = enhancement above about 30%; also: 0% is about no effect
Target sequence (P34981 whole entry, looked up): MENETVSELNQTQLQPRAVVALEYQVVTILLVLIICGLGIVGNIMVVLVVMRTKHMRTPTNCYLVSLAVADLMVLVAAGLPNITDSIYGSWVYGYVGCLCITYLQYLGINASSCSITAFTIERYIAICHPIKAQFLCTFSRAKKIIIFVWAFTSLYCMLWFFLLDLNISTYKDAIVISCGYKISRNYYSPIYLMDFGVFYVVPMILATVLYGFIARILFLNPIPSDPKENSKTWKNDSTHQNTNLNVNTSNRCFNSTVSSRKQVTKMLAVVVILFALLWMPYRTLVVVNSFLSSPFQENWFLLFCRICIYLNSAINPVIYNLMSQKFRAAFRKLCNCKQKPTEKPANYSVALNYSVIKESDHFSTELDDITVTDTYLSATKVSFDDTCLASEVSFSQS
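TRHR-expressing cells loaded with fluo-8 calcium dye were read kinetically (ex 480/em 530) during compound addition, then stimulated with an EC20 of TRH (10 nM final). Enhancement of the Gq-mediated intracellular calcium response was scored.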
D2 PAM: D2 dopamine receptor (human) potentiation; HEK293 T-REx D2, calcium flux, EC20 dopamine potentiation; potentiation, % at 10 µM; 340,000 tested, 0.34% active; AID 485347;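 active = potentiation over 3 SD above the plate norm, cut at about 30% in these data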; also: 0% is about no effect
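Potentiation of an EC20 dopamine calcium response is measured in a force-coupled, tetracycline-inducible Hek293 Trex D2 line. Compound-only kinetic reads over 180 s flag agonists before dopamine addition.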
D1 PAM: human D1 dopamine receptor positive modulation; 360,000 tested, 0.036% active; HEK293 TREx D1 cells, calcium flux, dopamine EC20 potentiation; P21728; potentiation, % at 10 µM; in the data active = potentiation above about 30%; also: 0% is about no effect
Target sequence (P21728 whole entry, looked up): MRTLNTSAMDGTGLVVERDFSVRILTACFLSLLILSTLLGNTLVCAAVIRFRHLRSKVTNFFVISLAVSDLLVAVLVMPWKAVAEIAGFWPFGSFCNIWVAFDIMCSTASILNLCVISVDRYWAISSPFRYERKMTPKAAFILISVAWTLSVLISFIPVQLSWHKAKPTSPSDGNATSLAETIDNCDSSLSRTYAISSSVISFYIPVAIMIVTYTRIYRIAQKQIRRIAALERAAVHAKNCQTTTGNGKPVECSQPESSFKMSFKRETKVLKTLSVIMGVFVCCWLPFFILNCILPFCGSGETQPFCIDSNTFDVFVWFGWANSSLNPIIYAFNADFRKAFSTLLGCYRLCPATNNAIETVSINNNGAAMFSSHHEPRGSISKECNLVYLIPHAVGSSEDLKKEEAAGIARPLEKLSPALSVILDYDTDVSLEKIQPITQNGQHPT
RXFP1 antagonist: RXFP1 (human) relaxin receptor antagonism; 350,000 tested, 0.59% active; activity change, negative = inhibition, % at 57.5 µM; Q9HBX9; HEK293-RXFP1, relaxin-stimulated cAMP HTRF, 30 min; active compounds read low;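 active = activity change of -60% or lower, but not beyond a set lower limit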; also: % is scaled to controls: 0 for no effect and ±100 for the full control effect
D1 ag: activates the human D1 dopamine receptor; activation, % at 2 µM; HEK293 T-REx D1 cells, calcium flux, agonist mode; AID 504660; 360,000 tested, 1% active; also: 0% is about no effect
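Tetracycline-induced HEK293 TREx D1 cells, force-coupled to calcium signalling, were dye-loaded with a no-wash calcium kit. Compound was pin-added after a 10 s baseline. Fluorescence was read kinetically at 1 cycle/s for 180 s, with calcium rises flagged as agonism.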
TRHR agonist: TRH receptor (human) agonism; P34981; TRHR cells, calcium flux fluo-8, FDSS agonist mode; activation, % at 2 µM; 360,000 tested, 0.18% active; AID 493084; also: 0% is about no effect
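TRHR-expressing cells, plated overnight in medium with 10% serum, were loaded with fluo-8 calcium dye at room temperature. After a 10 s baseline, library compound was pin-added and calcium release was recorded kinetically (ex 480/em 530) as agonist response.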
D1 antagonist: human D1 dopamine receptor antagonism; P21728; HEK293 TREx D1 cells, calcium flux, dopamine EC80; active compounds read low; activity change, negative = inhibition, % at 10 µM; 360,000 tested, 3.2% active; in the data active = activity change below about -30%; also: % is scaled to controls: 0 for no effect and ±100 for the full control effect
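After overnight tetracycline induction at 30 C, force-coupled D1 HEK293 cells took up a no-wash calcium dye at room temperature. Compounds were added and monitored 180 s, and the response to EC80 dopamine was then recorded.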
D2 agonist: D2 dopamine receptor (human) agonism | P14416 | HEK293 T-REx D2 cells, calcium flux agonist mode | activation, % at 2 µM | 340,000 tested, 0.53% active;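 active = activation over 3 SD above normal in the single-dose calcium agonist read, cut at about 30% in these data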; also: 0% is about no effect
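HEK293 Trex D2 cells, tetracycline-induced, o/n 30 C 5% CO2; no-wash Ca dye, RT 30–90 min; 10-cycle baseline, 23 nl cpd added, kinetic Ca read 180 s; agonist hits = positive Ca response.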
Active calls of the source: *; · = no result given; & = joins results of further samples. Rule as the data show it, unless noted: active = activation above about 30%; inactive = the rest.

Compound	D2 antag	TRHR enhancer	D2 PAM	D1 PAM	RXFP1 antagonist	D1 ag	TRHR agonist	D1 antagonist	D2 agonist
CCCCOC(=O)C(C)Nc1n[nH]c(=S)[nH]c1=O (stereo not drawn)	2.8	-3.3	7.7	-6.1	-29.9	1.5	-0.2	13.7	0.1
Cc1sc(NC(=O)c2ccco2)nc1-c1ccc2c(c1)CC(C)N2C(=O)C1CC1 (stereo not drawn)	9.1	1.2	28.2	9.4	-10.8	1.4	0.0	5.6	0.5
Cc1ccc(C(=O)Nc2cccc(C(F)(F)F)c2)cc1NC(=O)c1csc(-c2ccncc2)n1	-41.2	2.5	0.7	1.2	9.6	4.6	0.2	12.0	0.4
CCn1c(SCC(=O)N2CCCCC2)nc2c(c1=O)SC(C)C2 (stereo not drawn)	·	3.1	·	16.6	7.8	-0.9	-0.3	13.8	·
COc1ccc(C)cc1NC(=O)C1CCN(S(=O)(=O)c2cccc3nonc23)CC1	-6.7	1.3&-7.4	-12.5&-6.5	-0.2&0.9	-18.0	-2.4&-1.6	-0.7&-1.1	-1.1&-6.8	0.1&-0.3
O=C(CCS(=O)(=O)c1cccc2nonc12)NCCc1ccccc1	-8.5	-2.7	1.9	3.5	-10.6	0.0	0.0	1.4	0.2
Cc1ccc(S(=O)(=O)N2CCC(=O)N(CCOC(=O)Nc3ccc(F)cc3)CC2)cc1	·	-7.3	2.5	-5.5	·	6.1	-0.4	-11.0	·
COc1ccc(CC(=O)OCC(=O)N(CC(C)C)c2c(N)n(Cc3ccccc3)c(=O)[nH]c2=O)cc1	11.5	16.7	-7.4	-3.8	-14.5	-1.4	-0.4	3.9	1.9
COc1ccc(CNC(=O)c2c3c(nc4ccccc24)C(=O)N(C2CCCCC2)C3)cc1	·	-6.7	6.4	-4.7	-33.9	0.3	-0.5	-5.3	1.1
CC(=O)c1ccc(NC(=O)CSc2cn(CC(=O)N(C(C)C)C(C)C)c3ccccc23)cc1	·	-15.1	-9.0	-4.1	-24.3	-0.3	0.5	-6.6	-0.2
CC1Cc2ccccc2N1S(=O)(=O)c1cnc(Cl)c(Cl)c1 (stereo not drawn)	8.2	-2.8	-2.9	-0.9	-5.8	1.6	-2.3	-9.0	0.0
COc1ccc(OC)c(/C=C/C(=O)NCCc2nc3ccccc3[nH]2)c1	14.9	-3.2	-10.6	3.2	5.0	-0.2	-0.3	1.6	-1.3
O=S(=O)(NC(=S)NC1CCCCC1)c1cccs1	-3.9	-1.6	4.1	-0.6	-18.9	0.4	1.6	3.1	4.4
O=C(Nc1ccc(C(F)(F)F)cc1)c1csc(-c2ccncc2)n1	1.1	-3.2	-4.8	-7.5	-11.2	1.3	0.1	-0.6	1.2
CCOC(=O)N1CCN(C(=O)COC(=O)C2CCN(S(=O)(=O)c3c(C)c(C)cc(C)c3C)CC2)CC1	-13.2	-0.8	-3.9	0.7	-5.2	6.4	0.9	-6.9	-0.3
COc1ccc(-c2ccc(C#N)c(SCC(=O)NCCc3ccccc3)n2)cc1OC	-3.1	10.2	0.7	7.6	0.4	1.4	-0.1	4.5	0.0
Cc1c(OCC(=O)N[C@@H](Cc2ccccc2)C(=O)O)ccc2c3c(c(=O)oc12)CCC3	10.1	-3.0	4.0	-4.2	·	1.0	0.0	-4.1	-1.2
Cc1cccc(CNC(=O)C2CCCN(c3nn4c(=O)cc(C)nc4s3)C2)c1 (stereo not drawn)	-19.8	1.9	13.0	-9.8	1.4	1.4	-0.1	32.5	0.0
CCc1nnc(NC(=O)C2CCN(C(=O)c3ccccc3C)CC2)s1	14.3	-8.4	-9.1	-3.5	-12.9	3.0	0.1	1.9	-2.5
NC(=O)c1cc(-c2csc(NCCc3ccccc3)n2)ccc1O	·	9.2	·	-5.0	-9.0	-0.7	-0.4	-9.8	·

An excerpt from above in order of molecular weight, falling:
Compound	D2 antag	TRHR enhancer	D2 PAM	D1 PAM	RXFP1 antagonist	D1 ag	TRHR agonist	D1 antagonist	D2 agonist
COc1ccc(-c2ccc(C#N)c(SCC(=O)NCCc3ccccc3)n2)cc1OC	-3.1	10.2	0.7	7.6	0.4	1.4	-0.1	4.5	0.0
COc1ccc(CNC(=O)c2c3c(nc4ccccc24)C(=O)N(C2CCCCC2)C3)cc1	·	-6.7	6.4	-4.7	-33.9	0.3	-0.5	-5.3	1.1
COc1ccc(OC)c(/C=C/C(=O)NCCc2nc3ccccc3[nH]2)c1	14.9	-3.2	-10.6	3.2	5.0	-0.2	-0.3	1.6	-1.3

The list goes on:
Compound	D2 antag	TRHR enhancer	D2 PAM	D1 PAM	RXFP1 antagonist	D1 ag	TRHR agonist	D1 antagonist	D2 agonist
Cn1cnnc1SCCC(=O)Nc1ccc(Cl)cc1	-8.6	-5.0	-8.7	2.1	-3.3	-0.7	0.1	8.2	-0.7
COc1ccc(C(C(=O)NC(C)(C)C)N(C(=O)CNC(=O)c2cccs2)c2ccc(C(C)C)cc2)cc1OC (stereo not drawn)	3.7	-6.8	-17.0	-4.3	2.3	3.1	-1.0	-2.2	0.2
NC(=O)c1nsc(C(=O)N(CCc2ccccc2)C(C(=O)NC2CCCC2)c2ccco2)c1N (stereo not drawn)	-7.3	-7.1	-2.6	-3.6	11.3	1.5	-1.1	-8.5	0.7
CN(CC(=O)Nc1ccccc1Cl)C(=O)c1cccc(S(=O)(=O)N2CCN(Cc3ccccc3)CC2)c1	-4.9	6.2	-0.5	-8.6	-5.7	18.4	-0.1	-28.5	0.1
CN1CCN(S(=O)(=O)c2ccc(N3CCN(c4ccc(O)cc4)CC3)c([N+](=O)[O-])c2)CC1	-12.3	-2.2	-4.9	-4.8	-8.5	2.6	0.6	-13.3	-1.3
CCOC(=O)c1nnn(-c2nc(OC)nc(N3CCCC3)n2)c1-c1ccccc1	-4.7	-0.5	4.0	-6.4	-4.0	-0.2	-0.1	-2.9	0.5
O=C(Nc1ccc2c(c1)OCO2)Nc1ccc(Cl)cc1Cl	-4.3	-5.8	-2.9	-2.9	1.0	0.7	0.1	-10.1	-0.9
CC1CCc2nc3ccc(S(=O)(=O)N4CCC(C(=O)O)CC4)cc3c(C(=O)O)c2C1 (stereo not drawn)	5.7	-3.6	-1.9	-1.0	·	3.6	-0.3	-10.9	0.1
Fc1ccccc1Cn1cc(C(=S)N2CCOCC2)c2ccccc21	-1.9	-5.5	4.3	1.6	2.6	1.3	0.3	9.7	0.1
C/C(=N/NS(=O)(=O)c1ccc(C)c(C)c1)c1ccncc1	-8.2	-2.6	11.6	0.7	-5.7	6.2	0.3	-5.5	0.0
COc1cccc(C2=NOC(C(=O)Nc3cc(OC)c(OC)c(OC)c3)C2)c1 (stereo not drawn)	-10.4	-2.2	-1.7	-1.3	-2.8	3.9	-0.1	-0.4	0.8
Cc1c(-n2cc(C(=O)O)c(=O)c3cc(F)c(N4CCCC(O)C4)c(F)c32)c(=O)n(-c2ccccc2)n1C (stereo not drawn)	-6.4	5.1	14.9	-1.6	0.9	-1.6	0.0	-6.1	-1.9
CCS(=O)(=O)NCC(c1ccco1)N1CCN(c2ccc(F)cc2)CC1 (stereo not drawn)	7.0	-0.1&5.8	-1.6&-1.0	-1.2&-9.4	17.7	-0.8&2.8	-0.2&0.7	-9.0	0.7&-0.8
Cc1ccc(S(=O)(=O)N2CCC(C(=O)N3CC(C)OC(C)C3)CC2)cc1 (stereo not drawn)	50.5*	4.9	1.7	6.4	-7.1	0.0	0.1	15.1	-0.5
CCc1c(C)nc(SC/C=C/c2ccccc2)[nH]c1=O	16.0	10.3	8.9	-7.2	3.9	9.6	0.0	-9.5	-0.7
Cn1c(=O)c2c(nc(Oc3ccccc3Br)n2C)n(C)c1=O	-9.5	1.1	11.9	1.6	18.9	2.0	0.3	5.8	0.5
COc1ccc(C2/C(=C(/O)c3ccc(C)cc3)C(=O)C(=O)N2C)cc1 (stereo not drawn)	-10.0	0.8	-6.9	-2.8	2.5	2.8	0.3	-8.7	-0.2
COc1ccc(C2OC34CCCCC3C(C#N)(C#N)C2(C#N)C(=N)O4)cc1 (stereo not drawn)	-1.8	-7.9	13.2	0.6	5.4	2.6	0.8	-15.0	4.5
CCOC(=O)c1nc(C)[nH]c1C(=O)OCC	-2.9	2.3	2.8	0.0	-4.5	-1.2	0.2	-0.5	0.0
Cc1ccc(S(=O)(=O)N2CCC(C(=O)Nc3ccccc3N3CCCC3)CC2)cc1C	2.9	-31.7	-8.2	-3.5	-33.1	2.6	0.2	4.9	0.4
CC(CCc1ccco1)NC(=O)c1cc2c(-c3ccccc3F)nn(C)c2s1 (stereo not drawn)	-1.9	4.4	1.0	·	·	8.2	-0.4	-7.3	-1.0
Cc1cccc(OCC(=O)N2CCN(C(=O)CCC3CCCC3)CC2)c1	-3.1	13.2	1.9	-2.9	-13.0	3.0	-0.5	-8.6	0.6
O=C(NCC1CCCO1)c1cccc(S(=O)(=O)N2CCCCC2)c1 (stereo not drawn)	30.9*	0.1	3.7	0.2	-12.0	0.2	-0.1	5.8	0.4
COc1ccc(Cn2c(SCC(=O)NCc3ccco3)nc3ccsc3c2=O)cc1	·	1.7	11.9	-2.8	3.3	1.0	0.3	-1.7	·
CCN1CCN(C(=O)/C=C/c2ccc([N+](=O)[O-])cc2)CC1	-6.9	-3.9	2.8	0.5	0.0	4.6	-0.1	-6.1	0.6
NC(CSCc1cccc(Br)c1)C(=O)O (stereo not drawn)	·	-8.5	-4.1	-4.9	-2.9	0.5	0.6	1.3	·
CCc1ccccc1S(=O)(=O)Cc1ccc(C(=O)NCc2cccs2)o1	19.6	-6.0	4.7	-4.3	-8.9	7.2	-0.2	-1.7	-0.3
Cc1nc(-c2cccc(NC(=O)COc3ccc(Cl)cc3)c2)cs1	70.0*	-3.5	-16.2	-17.5	-27.5	14.0	-0.2	-43.6*	-0.3
CCN1C(=O)c2ccccc2S(=O)c2ccc(C(=O)NCCN(CC(C)C)CC(C)C)cc21 (stereo not drawn)	·	-9.8	·	-2.6	-4.9	0.2	-0.1	-3.9	·
COc1ccc(C(NC(=O)CN2C(=O)NC3(CCc4ccccc43)C2=O)c2ccccc2)cc1 (stereo not drawn)	-49.7	-5.9	-10.1	4.8	-10.6	4.3	-0.2	-16.0	0.5
Cc1c(NC(=O)C(C)Sc2ccc3ccccc3n2)c(=O)n(-c2ccccc2)n1C (stereo not drawn)	11.7	-8.4	2.3	-2.2	-6.7	-2.1	-0.5	41.6	0.3
COc1ccc(Oc2ccc(C(F)(F)F)cc2NC(=O)c2ccc(OC)cc2)cc1	·	1.1	·	-3.6	8.2	12.8	3.1	-3.5	·
Cc1cccc(-n2cnc3cc([N+](=O)[O-])ccc32)c1	·	5.2	-3.6	-3.4	-4.5	2.3	-0.3	-0.2	·
CCOc1ccc2ccccc2c1/C=N\NC(=O)OC	-1.4	4.1	-3.4	-7.5	-3.2	1.1	-0.4	-18.1	-0.7

Bioassay records from PubChem BioAssay.
